# phage Ecoli inh: E. coli growth loss with phage present; growth absorbance; inhibition, % at 11.9 µM; actives 0.26% (n = 360,000); AID 651602; in the data active = inhibition above about 11%
# Tat transport: blocks Tat-dependent protein export in E. coli; E. coli MC4100 TorA-mCherry Tat export, fluorescence; inhibition, % at 10 µM; actives 0.036% (n = 340,000); AID 488895;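 active = mean replicate inhibition at least 50% and at least half of replicates individually reaching 50%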;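 also: exported cargo escapes ClpAP degradation while cytoplasmic cargo is degraded and loses fluorescence; 0% = median of neutral control wells and 100% = median of NaSCN control wells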
# Mot1-301 SUMO: blocks SUMOylation pathway, rescuing yeast Mot1-301 growth | S. cerevisiae Mot1-301 growth rescue, ATP luminescence, 38.5C; percent above DMSO median, 100 means doubled | growth rescue, % at 18.8 µM | actives 1% (n = 320,000) | AID 2716;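 active = every valid replicate shows activation above 250% relative to neutral control wells; inactive = the rest, any valid replicate at or below 250%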;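 also: OY570 slx delta 5 strain wells were the positive control but not used for scaling; some compounds called inactive have numbers as strong as hits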
# PfHsp90 set2: reduces growth (ATP signal) of yeast expressing P. falciparum Hsp90; S. cerevisiae expressing PfHsp90, BacTiter-Glo ATP, 48 h; yeast lacking PDR1 and PDR3 efflux regulators; inhibition, % at 9.4 µM; actives 0.32% (n = 310,000); AID 504621;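 active = every replicate shows inhibition above about 80%, whatever the replicate mean, limit read from the data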;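 also: 0% = DMSO neutral controls and 100% = 20 µM radicicol positive controls; yeast relying on Plasmodium falciparum Hsp90 in place of its own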
# MOR-DOR ag: OPRM1-OPRD1 heterodimerization agonism. P35372+P41143. AID 504326. actives 0.3% (n = 340,000). cells, luminescence. activation, % at 9.3 µM; in the data active = activation above about 18%;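 also: 0% = vehicle-treated cells and 100% = reference agonist; values of inactives mirror those of a sister screen read the other way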
# AddAB inh: less growth of phage-infected E. coli with AddAB; E. coli expressing H. pylori AddAB, absorbance growth; inhibition, % at 11.9 µM; actives 0.29% (n = 330,000); in the data active = inhibition above about 12%;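 also: 0% = vehicle wells of infected cells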
# Ecoli viability: counter-screen for AddAB inhibitors: E. coli growth inhibition | E. coli V3065 growth, OD600 absorbance, 18 h | inhibition, % at 11.9 µM | actives 0.27% (n = 330,000) | AID 449728;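 active = inhibition above the campaign's mean inhibition across all tested compounds plus 3 SD, cut at about 9.9% in these data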;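 also: uninfected addAB+ strain grown without phage in ampicillin broth; 0% = DMSO wells and 100% = ciprofloxacin 0.95 µg/ml wells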
# MOR-DOR inv ag: inverse agonist of human OPRM1-OPRD1 heterodimerization; actives 0.21% (n = 340,000); cell-based MOR-DOR heterodimer luminescence, inverse agonism; AID 504357; inhibition, % at 9.3 µM; P35372+P41143; in the data active = inhibition above about 22%, passing the limit was not always enough;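 also: 0% = cells with DMSO and 100% = wells without cells with DMSO; values of inactives mirror those of a sister screen read the other way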
# PKA-R1A activ: activates the PKA-R1A holoenzyme complex; P00514+P68181; PKA-R1A dissociation, Cy5-IP20 fluorescence polarization; scaled: DMSO 0%, 113 µM cGMP 100%; activation, % at 11.4 µM; actives 0.083% (n = 340,000);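 active = percent activation above the mean of all tested compounds plus 3 SD, cut at about 19% in these data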;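 also: higher means more PKAc released from R1A so a rise in polarization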
# HTR5A inv ag: inverse agonist of human HTR5A in OPRM1-OPRD1 counter-screen; AID 504634; HTR5A cell line, luminescence, inverse agonism; inhibition, % at 9.3 µM; actives 0.083% (n = 340,000); in the data active = inhibition mostly above about 23%, no sharp cut-off; inactive = mostly below about 18%;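 also: 0% = cells with DMSO and 100% = no-cell wells with DMSO; some compounds called inactive have numbers as strong as hits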
# Target sequence (P47898 whole entry, looked up): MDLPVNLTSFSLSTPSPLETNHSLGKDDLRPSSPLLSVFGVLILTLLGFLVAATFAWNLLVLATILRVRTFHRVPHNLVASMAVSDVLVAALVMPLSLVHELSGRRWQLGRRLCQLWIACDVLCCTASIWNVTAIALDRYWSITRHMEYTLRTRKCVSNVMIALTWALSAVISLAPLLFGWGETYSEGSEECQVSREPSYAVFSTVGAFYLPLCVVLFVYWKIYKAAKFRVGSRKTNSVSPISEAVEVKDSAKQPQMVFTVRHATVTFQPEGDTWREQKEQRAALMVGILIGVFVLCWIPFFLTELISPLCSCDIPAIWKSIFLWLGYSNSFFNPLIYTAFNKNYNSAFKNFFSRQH
# PKA-R2B act: activators of human PKA-R2B complex. PKA-R2B holoenzyme dissociation, Cy5-IP20 fluorescence polarization; R2B truncated from residue 108, S112A mutant; 0% DMSO only, 100% 113 µM cGMP. activation, % at 11.4 µM. actives 0.079% (n = 340,000);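 active = activation above a cutoff set at the mean over all compounds plus 3 SD, cut at about 18% in these data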;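 also: higher means more holoenzyme dissociation and a rise in polarization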
# Target sequence (P31323 whole entry, looked up, other chains not shown, the tested form may be a part): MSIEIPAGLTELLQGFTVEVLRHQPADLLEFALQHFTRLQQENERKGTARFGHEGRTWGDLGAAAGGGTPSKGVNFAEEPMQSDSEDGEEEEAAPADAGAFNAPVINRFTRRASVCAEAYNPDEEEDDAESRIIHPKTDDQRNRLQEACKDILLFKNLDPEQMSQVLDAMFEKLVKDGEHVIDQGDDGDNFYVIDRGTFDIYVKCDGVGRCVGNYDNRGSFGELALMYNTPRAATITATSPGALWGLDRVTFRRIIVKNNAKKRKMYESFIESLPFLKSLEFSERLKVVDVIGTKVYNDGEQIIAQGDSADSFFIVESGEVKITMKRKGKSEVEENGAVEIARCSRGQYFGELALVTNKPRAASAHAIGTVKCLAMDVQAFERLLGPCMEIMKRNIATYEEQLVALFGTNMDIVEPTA
# * marks the source's active call; other numbers are inactive results; i = inactive; · = no result given; ! = a repeat was not active. No enrichment for hits; 2.2% or so of the library scored in one or more.
molecule	phage Ecoli inh	Tat transport	Mot1-301 SUMO	PfHsp90 set2	MOR-DOR ag	AddAB inh	Ecoli viability	MOR-DOR inv ag	PKA-R1A activ	HTR5A inv ag	PKA-R2B act
Cc1ccsc1C(=O)OCC(=O)NC1CCS(=O)(=O)C1 (stereo not given)	3.0	1	·	-3	-1.6	0.5	0.6	9	-3	-13	-1
CCCCn1nc(C(=O)N(C)CC(=O)Nc2ccc(F)c(F)c2F)ccc1=O	1.3	0	16	18	-1.5	0.5	1.0	6	-9	-17	-6
O=C(Nc1nc2c(s1)CCCC2)c1cccs1	1.6	8	-34	54	-1.2	0.0	0.9	7	-1	-10	-2
Cc1cccn2c(=O)c3cc(C(=O)NC4CCCCC4)c(=N)n(CCN4CCOCC4)c3nc12	2.1	0	2	21	-3.8	-2.5	-0.6	20	-8	-4	-8
O=C(c1cc(-c2ccccn2)nc2c(Cl)cccc12)N1CCN(C(=O)C2CCCO2)CC1 (stereo not given)	1.8	-8	-1	-3	-2.1	1.4	1.2	10	0	6	-6
O=C(CCNc1ccc(F)cc1)c1ccco1	2.8	-10	·	19	-1.8	3.0	1.6	10	0	-7	-2
Cc1nc(SCC(N)=O)[nH]c(=O)c1CCC(C)C	2.5	13	-2	10	-0.6	2.3	1.5	4	0	-16	-16
O=C(c1ccc(Cl)c(S(=O)(=O)N2CCCC2)c1)N1CCN(c2ccccc2F)CC1	3.9	4	489	5	2.0	3.6	-0.7	-10	-5	-68	-10
O=c1cc(C=NNc2ccc([N+](=O)[O-])cc2)[nH]c(=O)[nH]1	5.3	2	·	-11	0.3	·	·	-2	0	-11	-7
COCOc1ccc(C2CC(=O)c3c(OCOC)cc(OCOC)cc3O2)cc1 (stereo not given)	0.6	0	12	·	-0.3	2.4	-1.8	2	3	-15	6
O=C(CCNC(=O)c1ccc([N+](=O)[O-])cc1)NC1CCCCCC1	-0.5	14	0	-20	0.1	0.2	-17	-1	1	9	3
COc1ccc(C2=CN(Cc3ccccc3)C(c3ccccc3)CC2=O)cc1 (stereo not given)	1.1	-20	-10	5	-2.8	1.9	-0.3	13	-3	-6	14
CC(C)(C)OC(=O)N1CCC[C@H]1C(=O)N/N=C/c1ccc2ncccc2c1	2.0	3	-22	9	-2.1	1.3	1.0	11	14	-6	-7
COc1ccc(CCNC(=O)COC(=O)c2cncc(Br)c2)cc1OC	6.9	-5	-7	0	-0.8	1.3	-0.3	3	4	4	1
O=C(NCc1cccc(Br)c1)c1cc(-c2ccccc2)nn1CC1CC(c2cccc([N+](=O)[O-])c2)=NO1 (stereo not given)	1.7	-4	20	·	0.5	-1.5	-3.6	-2	-5	5	1
O=C(NCCOC(=O)c1ccc([N+](=O)[O-])cc1)c1cccnc1	4.5	-11	2	12	4.9	2.1	1.4	-28	0	-6	3
Cc1ccc(C(=O)CC(c2cccs2)S(=O)(=O)c2ccc(C)cc2)cc1 (stereo not given)	1.6	-3	131	-3	-2.0	4.0	-0.3	10	-6	-19	-2
COC(=O)c1ccccc1NC(=S)N1CCN(c2ccc(OC)cc2)CC1	1.3	-2	-18	-42	0.0	1.1	0.9	0	10	16	-4
CSCc1ccc(C(=O)Nc2cccc(C)c2C)cc1	3.9	2	1	13	-1.3	3.0	0.4	8	-15	-2	-11
CCOCCCNC(=O)c1ccc(NC(=O)C2=CSCCO2)cc1	2.1	8	236	-17	-4.6	4.2	1.4	23	-6	4	11
Cc1ccc(C(c2sc3nc(C)nn3c2O)N2CC(C)OC(C)C2)cc1 (stereo not given)	0.8	-1	-12	-1	-2.2	2.4	-1.9	13	-8	13	-10
O=C(Nc1nnc(C2=COCCO2)o1)C1CCCCC1	0.6	-4	33	13	-0.2	-0.1	-0.7	1	3	-11	6
O=C1/C(=C/c2ccccn2)SC(=S)N1Nc1ncc(C(F)(F)F)cc1Cl	3.0	2	·	3	1.0	·	·	-5	-10	-13	-13
O=C(CCN1C(=O)c2ccccc2S1(=O)=O)Nc1ccc(F)c(F)c1F	3.2	-8	54	·	0.5	-0.8	-2.5	-3	-4	-7	-5
CCCCNC(=S)Nc1ccc(C(F)(F)F)cc1	10	0	41	-13	8.8	11	11*	-40	15	34	-2
COc1ccc(-c2cc(=O)c3c(OC)c(OC)c(OC)c(OC)c3o2)cc1OC	2.2	-4	38	9	0.7	-3.2	-1.8	-4	2	-17	0
CC(=O)c1nnn(-c2nc(N)nc(N(c3ccccc3)c3ccccc3)n2)c1C	2.2	-1	4	26	3.5	0.5	1.8	-17	6	5	-1
N=c1c(S(=O)(=O)c2ccccc2)cc2c(=O)n3ccccc3nc2n1CC1CCCO1 (stereo not given)	2.6	-2	7	-16	-4.0	1.7	2.4	22	-9	-2	-11
COCCCNC(=O)[C@H](Cc1c[nH]c2ccccc12)NC(=O)OCc1ccccc1	0.9	-1	5	3	-5.1	-0.9	0.0	23	-5	-13	-1
O=C(O)CSc1nnc(COc2ccc([N+](=O)[O-])cc2)n1-c1ccccc1	1.8	-3	9	-1	-0.9	-1.1	1.0	5	-10	6	-7
COc1cc(NC(=O)c2cccc(C)c2)ccc1NC(=O)c1cc2ccccc2o1	0.9	-8	4	3	30*	1.8	1.0	-167	-1	-4	-6
CCn1c(SCC(=O)NC(=O)NC(C)(C)C)nc2ccccc21	1.8	1	1	-1	-1.5	2.9	-0.5	9	0	4	-12
O=C(NCC1CCCO1)c1ccc2c(=O)n(CCc3ccccc3)c(=O)[nH]c2c1 (stereo not given)	-0.5	-5	-5	-13	-2.1	1.0	0.8	13	-8	-24	-2
O=S1(=O)CCC(NS(=O)(=O)c2cccc3cccnc23)C1 (stereo not given)	1.2	-9	-7	-3	1.4	2.7	3.3	-8	4	-29	-9
O=C(Oc1ccc2c3c(c(=O)oc2c1)CCC3)c1ccco1	5.4	8	14	16	0.1	1.5	-2.0	-1	-11	-16	0
CSc1ccc(S(=O)(=O)NCC(=O)OCC(=O)N(Cc2ccccc2)C(C)C)cc1[N+](=O)[O-]	2.0	4	-3	-15	2.6	1.4	-1.3	-18	0	8	-11
Cc1ccc(/C(N)=N/OC(=O)c2ccco2)cc1	1.5	-9	179	·	0.4	3.7	0.6	-2	2	-3	-1
Cc1cc(C(F)F)n2ncc(C(=O)O)c2n1	0.1	-6	-14	7	-2.2	-0.3	0.9	13	8	-3	-1
O=C(NN=Cc1ccccc1OC(F)F)c1cccc(S(=O)(=O)N2CCCC2)c1	6.4	1	-22	·	-0.5	0.6	1.9	3	-6	7	-11
COc1ccc(/C(N)=N/OC(=O)Cc2ccccc2[N+](=O)[O-])cc1	2.5	2	-27	-18	4.4	1.1	0.4	-25	-1	-13	8
O=C(NCc1ccco1)c1ccc(C(=O)NCc2ccco2)s1	1.2	3	7	13	-1.8	1.4	0.1	10	3	-7	-6
CC(C)C(=O)Nc1cccc(NC(=O)c2cccc(Br)c2)c1	6.1	4	-16	17	-1.6	7.1	2.1	10	-1	-11	0
COc1ccc(-c2cc(C(=O)N3CCN(S(=O)(=O)c4ccc(C)cc4)CC3)[nH]n2)cc1	2.6	6	-6	5	-1.2	4.3	0.7	6	-8	1	1
Nc1nnc(Cc2ccc(Cl)cc2)s1	2.2	-3	-11	-32	-1.8	3.4	0.9	8	16	2	14
Cc1ccc(OCCOC(=O)c2sc(=S)n(C)c2C)cc1	3.8	1	6	·	0.5	4.5	3.2	-3	-2	-7	3
Cc1cc(OCCCN2CCCC2)ccc1Cl	-0.7	3	10	7	-2.0	2.3	-1.3	10	-5	0	-4
Cc1noc(C)c1NC(=O)Nc1ccc2c(c1)C(=O)N([C@H](C)CO)C[C@H](C)[C@@H](CN(C)S(=O)(=O)c1cccs1)O2	-0.8	4	2	10	-2.2	1.1	1.1	13	-10	-14	-19
CCOc1ccccc1NC(=O)COC(=O)c1cc(C(=O)OC)cc([N+](=O)[O-])c1	3.5	-9	-12	-1	0.2	0.3	2.9	-1	2	-5	0
CC1=C(C(=O)OCc2ccccc2)C(c2cccc3ccccc23)NC(=O)N1CCCC(=O)O (stereo not given)	1.1	-14	13	8	-0.5	2.5	-2.4	3	-9	-1	-6
COc1cc(NC(=O)Cc2ccccc2)ccc1NC(=O)c1ccco1	3.7	-5	-26	-13	-0.7	-1.7	-0.6	4	5	-1	-7
Cc1snc(S(=O)(=O)/C(C#N)=N/Nc2cccc(C(F)(F)F)c2)c1C#N	·	-5	16	2	0.0	0.5	-1.1	0	0	1	5
Cc1nn(Cc2ccc(F)cc2)c(Cl)c1/C=N/NC(=O)c1cccnc1	1.3	-1	1	-12	-2.4	0.8	3.2	16	8	-1	-9
Cc1ccc(NC(=O)c2ncn(CCCN(CCCn3cnc(C(=O)Nc4ccc(C)c(C)c4)n3)Cc3ccc4[nH]ccc4c3)n2)cc1C	5.0	14	·	-5	1.1	·	·	-5	1	-19	-11
Nc1cc(N)nc(SCC(=O)Nc2cccc(S(=O)(=O)N3CCCCC3)c2)n1	2.1	8	·	·	-2.8	0.3	-0.3	11	-4	2	6
Cc1c(C(=O)c2ccccc2C(=O)O)sc2ccccc12	2.4	6	0	-1	-5.0	-2.4	0.4	22	-4	-6	-1
CCN(c1ccccc1)S(=O)(=O)c1cc(CN2C(=O)c3cccnc3C2=O)ccc1OC	0.9	-10	-4	-15	-1.9	-0.3	-1.6	10	-13	8	3
CCC(=O)Nc1ccc2c(c1)nc(CCN1CCC(C)CC1)n2C	-1.4	-5	8	19	-0.9	-0.2	-2.7	4	3	2	3
CC1C(=O)Nc2ccccc2N1C(=O)C1CC1 (stereo not given)	4.1	12	·	-20	-2.2	0.3	-2.5	12	-6	10	-8
CSc1ccc(OCC(=O)Nc2ccc(N3CCOCC3)c(Cl)c2)cc1	-1.3	0	·	5	0.5	·	·	-3	-8	2	4
COC(=O)c1cc(Cl)c(NC(=O)/C=C/c2ccc(OC)cc2)cc1OC	1.5	2	-14	5	-2.4	3.0	-0.8	12	1	15	4
CC(C)(C)c1ccc(/C=C(\c2nc3ccccc3[nH]2)S(=O)(=O)c2ccccc2)cc1	·	5	-11	-9	5.0	1.1	2.3	-25	2	8	-7
Cc1cccc(-c2noc(CCCC(=O)Nc3ccc(C(N)=O)cc3)n2)c1	-0.1	-4	312	6	0.5	0.3	-2.7	-3	2	6	15
CCN1/C(=C/C(C)=C/c2sc3ccccc3[n+]2CC)Sc2ccccc21	14*!	i	-42	72	-0.3	33*	38*	2	2	14	-3
